# High-throughput results as filed in PubChem BioAssay.
# RAD52 anneal inh: inhibitors of human RAD52 DNA annealing; P43351; recombinant RAD52 DNA annealing, FRET fluorescence; inhibition, % at 18.7 µM; actives 0.46% (n = 360,000); AID 651710;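 active = every replicate showing at least 50% inhibition; inconclusive = mean inhibition at least 50% but not in every replicate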
# Target sequence (P43351 whole entry, looked up): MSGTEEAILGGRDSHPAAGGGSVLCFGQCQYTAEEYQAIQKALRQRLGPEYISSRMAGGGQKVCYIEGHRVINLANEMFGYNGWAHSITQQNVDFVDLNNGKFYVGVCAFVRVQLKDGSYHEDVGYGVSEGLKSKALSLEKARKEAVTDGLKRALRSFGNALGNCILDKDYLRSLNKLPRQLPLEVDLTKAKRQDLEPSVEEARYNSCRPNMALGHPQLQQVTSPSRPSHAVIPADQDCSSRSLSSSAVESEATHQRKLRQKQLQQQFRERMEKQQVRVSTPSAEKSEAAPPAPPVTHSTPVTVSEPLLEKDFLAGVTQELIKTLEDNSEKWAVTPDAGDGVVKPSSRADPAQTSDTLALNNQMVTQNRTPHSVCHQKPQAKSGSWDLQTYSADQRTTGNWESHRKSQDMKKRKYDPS
# PglD inh: inhibitors of Campylobacter jejuni PglD acetyltransferase. purified PglD enzyme, DTNB colorimetric CoA detection. inhibition, % at 12.5 µM. actives 0.098% (n = 360,000). AID 602405; in the data active = inhibition above about 16%, passing the limit was not always enough; inconclusive = no clear call, values can overlap the other calls; note: strong numbers were not always called active
# ERAP1 inh: inhibitors of human ERAP1 aminopeptidase; Q9NZ08; recombinant ERAP1, Leu-AMC fluorescence, 60 min; inhibition, % at 10.7 µM; actives 0.15% (n = 340,000); AID 652197;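 active = mean replicate inhibition of at least 30%, or all replicates individually reaching that 30% level; inactive = mean below 30% and not every replicate reaching it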;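 note: 0% = neutral control wells and 100% = L-leucinethiol positive control wells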
# E-sel inducer: induces E-selectin expression in human endothelial cells | P16581 | actives 0.37% (n = 260,000) | AID 686992 | activation, % at 7.58 µM | HUVEC E-selectin immunofluorescence imaging; normalized: neutral wells 0, TNF-alpha wells 100;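 active = mean E-selectin-positive cell signal at least 10% of the positive control, reached in at least 60% of replicates, without over 20% cell loss; inconclusive = no rule given, readout overlaps actives, possibly toxicity-flagged; inactive = the rest, including those meeting only one limit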;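 note: in these data hits start at about 27%; measured in HUVEC primary endothelial cells; signal is the percent of cells scored E-selectin positive by PE staining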
# Target sequence (P16581 whole entry, looked up): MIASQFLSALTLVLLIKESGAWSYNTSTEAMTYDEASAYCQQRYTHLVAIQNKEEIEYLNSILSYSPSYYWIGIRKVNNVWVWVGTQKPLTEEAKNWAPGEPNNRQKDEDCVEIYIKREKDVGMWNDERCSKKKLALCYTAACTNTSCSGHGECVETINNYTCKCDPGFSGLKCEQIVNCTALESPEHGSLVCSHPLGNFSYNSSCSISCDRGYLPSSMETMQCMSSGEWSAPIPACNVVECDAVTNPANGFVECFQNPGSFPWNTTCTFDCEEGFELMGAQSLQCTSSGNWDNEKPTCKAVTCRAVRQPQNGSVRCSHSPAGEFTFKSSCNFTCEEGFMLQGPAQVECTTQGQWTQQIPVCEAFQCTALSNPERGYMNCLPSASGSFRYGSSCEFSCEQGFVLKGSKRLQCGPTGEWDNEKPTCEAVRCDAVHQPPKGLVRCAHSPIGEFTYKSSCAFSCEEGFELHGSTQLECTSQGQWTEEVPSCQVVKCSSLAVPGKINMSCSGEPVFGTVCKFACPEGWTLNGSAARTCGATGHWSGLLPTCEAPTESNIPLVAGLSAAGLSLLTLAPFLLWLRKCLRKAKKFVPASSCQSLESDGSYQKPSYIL
#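 Material: HUVEC primary endothelial cells; Amount: 3,000 cells per well; Dosing: single concentration; Medium: EGM-2 growth medium on 0.1% gelatin-coated wells; Read-out basis: percent E-selectin-positive cells; Signal: immunofluorescence imaging; Control set: TNF-alpha, DMSO.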
# miR122 inh: miR-122 inhibition in Huh7 cells. actives 0.3% (n = 340,000). Huh7 miR-122 Renilla luciferase sensor, 48 h; neutral wells = 0, positive control = 100. AID 602342. activation (reporter increase), % at 12.5 µM;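 active = mean replicate activation score at least 90 and every replicate individually at or above 90; inconclusive = only one of the two criteria met; inactive = neither criterion met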;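 note: higher luciferase means less miR-122 activity so hits act as miR-122 inhibitors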
# PGC1a acetyl inh: modulators of PGC1a acetylation | actives 0.17% (n = 350,000) | inhibition, % at 15.6 µM | U2OS PGC1a acetylation, AlphaScreen anti-acetyl-lysine; with virally co-expressed GCN5 acetyltransferase;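 active = every replicate shows inhibition of at least 40%; inconclusive = mean inhibition at least 40% but some replicate below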;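 note: 0% = neutral control wells and 100% = positive control wells; some results beyond the cut were filed as inactive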
# RAD54 inh: blocks human RAD54 Holliday junction branch migration; FAM/BHQ fluorescence; inhibition, % at 10.4 µM; actives 0.14% (n = 360,000); AID 602329;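 active = mean normalized replicate activity at least 40 and at least half of replicates scoring 40 or more; inconclusive = only one of the two criteria met; inactive = mean below 40 and under half of replicates reaching 40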;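 note: 0% = median of neutral control wells and 100% = median of positive control wells; inhibitors cause a drop in the FAM fluorescence signal; in these data hits start at about 50%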
# Cneo AK release: Cryptococcus neoformans lysis via adenylate kinase release | C. neoformans lysis, adenylate kinase release luminescence, 4 h; normalised: neutral wells 0, clomiphene wells 100 | lysis activity, % at 15 µM | actives 0.2% (n = 360,000) | AID 651654;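 active = mean lysis activity across replicates of at least 80%, whatever share of replicates individually reach that level; inactive = mean lysis activity below 80%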
#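 Material – log-phase Cryptococcus neoformans yeast cells · Input – 5 × 10^6 yeast cells/mL · Medium – fresh YPD growth medium · Doses – single compound concentration per well · Timing – static 4 h at 37 °C with compound, 1 h detection · Detection – adenylate kinase release luminescence · Read-out – signal increase indicating cell lysis · Control set – Clomiphene as positive lysis control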
# * hit, by the source's call; ? = inconclusive; . = no result given; [ ] = dose if it differs, or a comment.
smiles,RAD52 anneal inh,PglD inh,ERAP1 inh,E-sel inducer,miR122 inh,PGC1a acetyl inh,RAD54 inh,Cneo AK release
O=C(c1cc2sccc2n1Cc1ccccc1)N1CCN(c2nc3ccccc3s2)CC1,-5.1,0.1,8.6,.,-8.2,0.9,-1.1,-0.8
Cc1nc(C(=O)N2CCc3c([nH]c4ccccc34)C2c2cc(F)ccc2F)cs1 (stereo not given),-2.3,-6.2,6.8,.,1.9,-3.4,-6.1,0.2
COc1ccc(C(C#N)CC(=O)c2ccc3c(c2)OCO3)cc1OC (stereo not given),-13.6,5.9,4.4,0.1,.,.,-3.2,-0.3
CCOC(=O)c1oc2cc(OCC(N)=O)ccc2c(=O)c1-c1ccc(OC)c(OC)c1,.,-7.9,.,.,0.9,17.7,8.9,0.6
C=CCNC(=S)NNC(=O)c1ccccc1,.,-0.8,.,.,7.1,0.4,-1.4,-0.1
O=C(NCCc1ccc(Cl)cc1)C1CCN(S(=O)(=O)N2CCC3(CC2)OCCO3)CC1,.,0.9,.,.,1.1,-23.5,-6.3,15.2
Cc1noc(C)c1NC(=O)N(C)C[C@@H]1Oc2ccc(NC(=O)CCC(F)(F)F)cc2C(=O)N([C@H](C)CO)C[C@H]1C,-2.7,-11.8,-2.5,-7.6,1.6[16.7 µM],-3.2,-14.4,-4.0
COCC#Cc1cnc2c(c1)C(=O)N([C@@H](C)CO)C[C@H](C)[C@@H](CN(C)C(=O)Nc1ccccc1OC)O2,0.6,6.8,-10.3,-0.2,7.8[16.7 µM],-1.9,6.7,-2.0
CCc1ccc([C@@H]2C[C@H]3[C@@H](CN2S(=O)(=O)c2ccc(C)cc2)C(=O)C[C@@H](c2ccccc2F)N3S(=O)(=O)c2ccc(C)cc2)cc1,-20.1,5.4,.,3.2,-0.5,-1.7,-6.4,0.9
O=C(CSc1nc(=O)n2ccccc2n1)N1CCCc2ccccc21,-1.1,2.7,3.4,32.0*,-12.1,8.5,9.8,-0.5
Cc1ccc(CC(=O)NNC(=O)c2ccncc2)cc1C,-16.0,-2.7,0.1,0.2,0.3,.,-2.1,0.7
COc1cc(Cl)ccc1NC(=S)N(CCCN1CCOCC1)Cc1cn(C)c2ccccc12,.,-0.6,.,.,-4.5,6.8,1.3,10.3
CC(=O)N1CCc2cc(S(=O)(=O)NCCC(=O)NCCc3ccc(Cl)cc3)ccc21,-5.5,0.6,-0.8,.,-0.9,5.0,5.7,2.2
Cc1ccc(-c2nnc(Nc3ccc(OCC(N)=O)cc3)c3ccccc23)cc1S(N)(=O)=O,-7.3,-2.3,3.8,.,29.6,-10.2,8.8,-0.1
C[C@@H]1CN([C@@H](C)CO)C(=O)c2cc(C#CCC3CCCC3)cnc2O[C@@H]1CN(C)S(=O)(=O)c1cccs1,-6.2,1.2,.,2.8,.,-2.7,-1.5,-3.7
COc1cc(Cl)c(S(=O)(=O)NCCN2CCOCC2)cc1Cl,.,-1.5,.,.,33.8,7.4,4.4,3.3
C[C@@H]1CN([C@H](C)CO)C(=O)c2cc(N(C)C)ccc2O[C@@H](C)CCCCO[C@@H]1CN(C)C(=O)c1ccccc1,-28.6,-1.1,-0.7,0.1,-10.3[16.7 µM],14.8,3.3,-1.0
CC(C)NC(=O)N1CC(=O)N2[C@H](CO)[C@H](c3ccc(C#CCN(C)C)cc3)[C@@H]2C1,-9.9,.,-4.9,0.3,.,-4.7,.,.
Cc1ccc(-c2csc3ncnc(SCC(=O)c4ccc5c(c4)OCCO5)c23)cc1,.,-5.5,.,.,1.5,-9.4,-2.6,3.8
CSc1ccccc1C(=O)Nc1cccc(C)c1,.,-2.0,.,.,-1.4,.,-3.0,2.7
O=S(=O)(c1ccccc1F)N1CCCCN2[C@H](C1)[C@H](c1ccc(-c3cncnc3)cc1)[C@@H]2CO,.,-2.0,.,0.0,-3.4[16.7 µM],3.9,-1.1,-1.6
CC(=O)Nc1nonc1NC(=O)CSc1nc2ccccc2o1,.,2.7,.,.,-10.2,13.0,-5.1,17.4
COc1ccc(COCC23N=C4SCC(=O)N4[C@H](c4ccccc4O2)[C@H]3COC(=O)c2ccccc2)cc1,-0.9,-0.3,-2.5,.,.,0.5,3.6,3.1
C[C@H]1CN([C@@H](C)CO)C(=O)c2cc(-c3ccncc3)cnc2O[C@@H]1CN(C)S(=O)(=O)c1ccccc1,-1.1,5.3,2.7,-0.1,1.2[16.7 µM],3.3,2.3,12.5
Cc1ccc(S(=O)(=O)N2[C@@H](c3cccc(Cl)c3)C(C(=O)O)=CC[C@H]2c2ccc(Cl)cc2)cc1,-0.3,-2.6,.,0.0,6.8,2.5,4.9,-1.4
CCn1c(C)cc(/C=C2\SC(=O)N(CC(=O)Nc3ccc(C)c(C)c3)C2=O)c1C,.,-4.6,.,.,5.9,-8.2,-13.8,12.3
O=C(N/N=C/c1ccc(Cl)cc1Cl)Nc1ccccc1,.,-1.9,.,.,13.9,-1.5,-4.1,-3.1
CCOC(=O)c1c(NC(=O)CSc2nc3cc(Cl)ccc3c(=O)n2Cc2ccco2)sc(C(=O)N(C)C)c1C,-15.7,.,-0.6,.,7.8,-0.9,.,.
O=C(NC(=S)N(CCO)Cc1ccccc1)c1ccc(F)cc1Cl,-3.7,4.0,-4.0,.,0.2,2.8,-11.1,-0.3
CC(=O)N1CCN(c2nnc(-c3ccccc3)c3ccccc23)CC1,5.2,1.0,-0.2,0.0,-3.6,-0.3,-19.6,0.8
C[C@@H]1CN([C@H](C)CO)C(=O)c2cc(/C=C/c3ccccc3)cnc2O[C@H]1CN(C)C(=O)Nc1ccc(C(F)(F)F)cc1,-10.9,-45.1,-1.0,0.0,.,-9.9,4.1,-13.1
Cc1noc(C)c1S(=O)(=O)Nc1ccc2c(c1)CC(=O)N([C@@H](C)CO)C[C@H](C)[C@@H](CN(C)Cc1ccncc1)O2,-6.4,0.1,1.8,.,-7.6[16.7 µM],0.3,10.4,-1.9
CCCCn1c(N)c(N(CCOC)C(=O)c2ccc(COc3ccccc3)o2)c(=O)[nH]c1=O,-8.4,-4.5,2.9,.,1.7,0.7,-15.1,1.3
C[C@H](CO)N1C[C@H](C)[C@H](CN(C)Cc2ccncc2)Oc2ccc(NC(=O)Cc3ccccc3)cc2CC1=O,0.2,3.9,-1.5,13.8,1.5[16.7 µM],-3.4,0.0,2.4
C/C(=N/NC(=O)CN1CCN(S(=O)(=O)c2ccc(C)cc2)CC1)c1cccc(O)c1,0.7,-7.7,.,0.0,-6.8,0.7,3.1,6.8
C[C@H](CO)N1C[C@H](C)[C@H](CN(C)C(=O)Nc2ccc(F)cc2)Oc2ncc(-c3cccnc3)cc2C1=O,16.0,6.1,-3.6,0.3,-3.2[16.7 µM],2.2,2.3,-4.9
O=C(Cc1ccccc1)Nc1ccc(S(=O)(=O)N2CCCC2)cc1,-8.4,1.8,-4.5,0.1,2.7,2.0,-15.6,-2.3
COc1ccc(CNC(=O)COC(=O)c2cc(C)nc3ccccc23)cc1,-11.7,6.0,3.7,0.2,-2.4,14.2,-3.4,0.7
COc1cc(C(=O)NCCCc2ccccc2)cc(OC)c1OC,-0.2,-2.5,-3.2,0.3,3.5,-3.9,-1.0,3.6
C[C@H](CO)N1C[C@H](C)[C@H](CN(C)C(=O)Nc2ccc(F)cc2)Oc2ccc(NC(=O)Cn3cnnn3)cc2C1=O,-14.1,-0.7,0.5,-0.1,-4.3[16.7 µM],4.8,-9.3,1.0
CC(=O)c1cccc(NS(=O)(=O)c2ccc3c(c2)N(C(C)=O)CCO3)c1,-11.6,4.6,-6.7,.,64.3,0.2,-3.2,-0.1
Cc1ccc(S(=O)(=O)N(C)C[C@H]2OCc3ccccc3-c3ccccc3C(=O)N([C@@H](C)CO)C[C@@H]2C)cc1,17.6,1.3,-2.0,-0.6,.,-0.9,-14.1,-0.1
C[C@@H]1CN([C@H](C)CO)C(=O)Cc2cc(N(C)C)ccc2O[C@@H]1CN(C)Cc1ccc(C(=O)Nc2ccccc2N)cc1,7.4,-3.0,0.0,6.1,130.4*[16.7 µM],2.4,4.1,8.1
CCOC(=O)N1CCN(C(=O)c2cc3c(-c4ccc(Cl)cc4)nn(C)c3s2)CC1,-25.6,-4.0,.,.,10.6,2.8,8.1,0.3
CC(=O)c1ccc(NC(=O)c2ccc3snnc3c2)cc1,-13.0,-0.8,-0.6,-1.2,.,-6.5,0.1,3.0
CCCn1c(SCC(=O)N2CCCc3ccccc32)nc2c1c(=O)n(C)c(=O)n2C,.,-2.3,.,.,1.4,8.1,2.0,-0.6
COc1ccc(-c2csc(NC(C)c3nc4cc(Cl)c(N5CCCCC5)cc4n3CCCO)n2)cc1 (stereo not given),-46.0,0.7,-1.4,0.1,4.9,-15.8,10.2,-1.8
Cc1cccc(-c2ncc(CN3CCCC(CO)(Cc4cccc(Cl)c4)C3)cn2)c1 (stereo not given),-115.2,.,1.5,?,5.7,.,.,.
CCC(=O)N1CC2(C1)CN(C(=O)c1cnccn1)[C@@H](CO)c1c2c2ccc(OC)cc2n1C,5.9,.,1.0,0.1,.,11.9,.,.
CC(=O)Nc1cccc(NC(=O)C2CCCO2)c1 (stereo not given),-2.6,1.2,6.2,0.4,2.6,.,-0.4,0.5
O=c1[nH][nH]c(=O)n1-c1ccccc1,-14.3,1.1,0.6,2.5,-6.1,1.4,3.6,-0.9
CCCNC(=O)c1onc(CSc2ccc(Cl)cc2)c1C(=O)NCCC(C)C,-0.8,-2.5,-0.7,0.1,3.6,-14.9,-6.2,1.2
CCN(CC)CCN1C(=O)C(=O)/C(=C(/O)c2ccc(OC(C)C)cc2)C1c1cccs1 (stereo not given),-7.1,0.4,5.7,0.2,-0.2,19.9,-1.5,-5.6
CCOC(=O)c1ccc(NC(=O)CC2SCCNC2=O)cc1 (stereo not given),.,3.4,.,.,1.5,10.9,3.4,1.4
Cc1ccccc1NC(=O)CSCC(=O)Nc1ccccc1C,-11.5,1.7,1.1,.,1.0,.,-1.0,-1.0
O=C(C1CCCCC1)N1C[C@@H](n2cc(C3CC3)nn2)[C@H](O)C[C@@H]1c1ccc(Cl)cc1,-11.3,10.4,-0.5,0.1,8.3,-36.2,2.6,1.5
Cc1c(Cl)cccc1NC(=O)C1CC2CCC1C2 (stereo not given),3.8,2.7,.,1.1,2.8,0.9,-4.7,1.4
CCOC(=O)c1ccc(CSC(=N)N)o1,-7.8,-3.9,-1.4,2.8,.,-19.7,6.8,-1.1
CCC(C)NC(=O)c1ccc(NC(=O)CC2SC(N3CCCC3)=NC2=O)cc1 (stereo not given),-11.1,-2.1,-2.3,-0.5,.,.,-7.3,-1.4

# An unsorted share of the library; any-hit rate near 1.4%.
